Source: PubChem BioAssay (several laboratories)
PPARg SRC1 recr – promotes SRC-1 coactivator recruitment by human PPARgamma; PPARgamma-SRC-1 coactivator recruitment biochemical assay; activation, % at 8 µM; 200,000 tested, 0.41% active; AID 631; in the data active = activation above about 19%;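 also: 0% = DMSO and 100% = reference agonist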
L major viab – inhibitors of Leishmania major promastigote growth. Leishmania major promastigotes, resazurin fluorescence viability. inhibition, % at 10 µM. 200,000 tested, 9% active. AID 1063; in the data active = inhibition above about 50%;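 also: promastigotes grown with compound for 44 hours at 28 °C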
ROMK primary – human ROMK K+ channel modulation, primary screen. 130,000 tested, 2% active. Tet-inducible ROMK, thallium flux fluorescence; actives lie on both sides. B-score at 10 µM. P48048;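 active = signal ratio slope over the read window, or its plate-corrected B-score, at least 3 SD from the plate mean, either direction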;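 also: B-score of the F/F0 ratio slope over 7 to 12 s after thallium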
PPARg SRC-2 ag – PPARgamma-driven SRC-2 recruitment agonism. activation, % at 8 µM. AID 1032. PPARgamma LBD-SRC-2 recruitment, biochemical. 200,000 tested, 0.34% active. P37231; in the data active = activation above about 22%;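 also: 0% = vehicle and 100% = reference agonist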
bIAP inhibitor – blocks bovine intestinal alkaline phosphatase activity; purified bovine IAP, CDP-star luminescence, 30 min; inhibition, % at 20 µM; 190,000 tested, under 10 active;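 active = over 50% inhibition of intestinal alkaline phosphatase at 20 µM in the single-dose screen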
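Incubation: 30 min reaction at room temperature / Material: purified bovine intestinal alkaline phosphatase (IAP) enzyme / Input: enzyme at 1/65,000,000 dilution / Dosing: 20 µM single dose / Signal: CDP-star luminescence signal / Reagent: CDP-star chemiluminescent phosphatase substrate, 30 µM final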
S1P3 antagonist – antagonists of human S1P3 receptor; CHO S1P3 NFAT-BLA reporter, FRET fluorescence, antagonist mode; inhibition, % at 4.98 µM; AID 485; Q99500; 170,000 tested, 0.27% active;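 active = inhibition above the plate cutoff, the mean inhibition of test wells on that plate plus 3 SD, cut at about 28% in these data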;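 also: cells challenged with S1P at its EC80 of 0.8 µM; blue over green emission ratio from cleaved BLA substrate after 4 h stimulation; 0% = S1P-stimulated wells and 100% = unstimulated DMSO-only wells; some compounds past the cut are filed as inactive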
bIAP act – intestinal alkaline phosphatase (bovine) activation; purified bovine IAP, CDP-star luminescence, 30 min; hits give high values; fold of DMSO-control signal, blank-subtracted; 200,000 tested, 0.17% active; activation factor at 20 µM; AID 1016;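 active = activation factor of 2 or more at 20 µM, a signal rise over negative controls twice the positive control's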
TR-FRET SRC-2 ct – flags TR-FRET format artefacts in PPARgamma SRC-2 recruitment agonist screen | 200,000 tested, 0.4% active | TR-FRET ratio at 8 µM | AID 1049 | TR-FRET artefact counter-screen; hits give high values; in the data active = TR-FRET ratio above about 2000; also: inactives centre near 1500; reference of the scale not given here
DTT redox prof – compounds producing H2O2 with reducing agent – biochemical, NIH compound library profiling, artefact control for MLSCN library redox annotation, primary screen. DTT-dependent redox cycling H2O2, phenol red/HRP absorbance; 100% = 100 µM peroxide control, 0% = buffer. 200,000 tested, 0.03% active. activation, % at 10 µM;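 active = activation of at least 50% relative to the plate's high and low controls in the primary single-dose screen; inactive = activation below 50%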;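 also: compound incubated with DTT at 0.8 mM final as the reducing agent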
PPARg SRC-3 ag – promotes SRC-3 coactivator recruitment by human PPARgamma; P37231; biochemical PPARgamma/SRC-3 coactivator recruitment assay; activation, % at 8 µM; 200,000 tested, 0.26% active; in the data active = activation above about 23%;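 also: 0% = DMSO and 100% = reference agonist; some compounds past the cut are filed as inactive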
TLR4 MyD88 comp – TLR4-MyD88 interaction inhibition in cells | O00206+Q99836 | HeLa CL3-4 TLR4/MyD88 BLA complementation, FRET ratio | inhibition, % at 8.4 µM | 200,000 tested, 0.18% active | AID 861; in the data active = inhibition above about 25%;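 also: 0% = vehicle and 100% = reference inhibitor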
* hit, by the source's call; . = no result given.

Results follow in this order: PPARg SRC1 recr | L major viab | ROMK primary | PPARg SRC-2 ag | bIAP inhibitor | S1P3 antagonist | bIAP act | TR-FRET SRC-2 ct | DTT redox prof | PPARg SRC-3 ag | TLR4 MyD88 comp
> O=C(CN1CCN(S(=O)(=O)c2ccc(Br)cc2)CC1)N/N=C/c1ccc(Cl)c([N+](=O)[O-])c1
 : 15 | 15 | . | 7 | 8 | -12 | 0.9 | 1540 | 0.0 | 1 | -4
> COc1ccc(C(C(=O)NC2CCCCC2)N(CC2CCCO2)C(=O)C2COc3ccccc3O2)cc1OC (stereo not drawn)
 : -7 | -7 | 0.23 | -1 | 15 | . | 0.8 | 1334 | 1.0 | 10 | 10
> COC(=O)c1ccc(Cn2c(O)c(N=O)c3ccccc32)o1
 : -2 | 6 | . | 0 | -6 | . | 1.1 | 1376 | -0.9 | -8 | -3
> Cc1cc(C)n(-c2nnc(Cl)c3ccccc23)n1
 : 4 | -1 | 0.6 | 9 | -33 | -15 | 1.3 | 1582 | -1.4 | -1 | 10
> CCCC(=O)N(C)c1nnc(-c2ccc(OC)cc2)s1
 : 8 | 4 | 0.19 | 14 | 7 | . | 0.9 | 1560 | -0.3 | 4 | 1
> Cc1[nH]c2ccccc2c1/C=N/NC(=O)Nc1ccccc1
 : 4 | -4 | 0.24 | 9 | -9 | 3 | 1.1 | 1656 | -0.1 | 2 | -3
> COc1cccc(C(=O)N2N=C(c3cccc(OC)c3)CC2(O)C(F)(F)F)c1 (stereo not drawn)
 : 2 | -1 | . | 4 | 0 | . | 1 | 1598 | 1.5 | -2 | 0
> CCOC(=O)N1CCN(C(=O)CCNS(=O)(=O)c2cc(Br)cnc2N)CC1
 : 8 | 1 | 0.33 | -1 | 0 | 4 | 1 | 1651 | -0.3 | 0 | -14
> O=C(Nc1ccc(S(=O)(=O)N2CCCCC2)cc1)c1ccccc1Cl
 : -6 | 18 | -0.95 | 3 | 19 | . | 0.8 | 1351 | 0.2 | -4 | 1
> COc1ccc(-c2nnc(SCC(=O)NCCc3ccccc3)o2)cc1
 : -3 | -4 | . | 7 | . | . | 0.3 | 1534 | 0.6 | -8 | -12

The final five compounds of the section above lead into the next:
Results follow in this order: PPARg SRC1 recr | L major viab | ROMK primary | PPARg SRC-2 ag | bIAP inhibitor | S1P3 antagonist | bIAP act | TR-FRET SRC-2 ct | DTT redox prof | PPARg SRC-3 ag | TLR4 MyD88 comp
> Cc1[nH]c2ccccc2c1/C=N/NC(=O)Nc1ccccc1
 : 4 | -4 | 0.24 | 9 | -9 | 3 | 1.1 | 1656 | -0.1 | 2 | -3
> COc1cccc(C(=O)N2N=C(c3cccc(OC)c3)CC2(O)C(F)(F)F)c1 (stereo not drawn)
 : 2 | -1 | . | 4 | 0 | . | 1 | 1598 | 1.5 | -2 | 0
> CCOC(=O)N1CCN(C(=O)CCNS(=O)(=O)c2cc(Br)cnc2N)CC1
 : 8 | 1 | 0.33 | -1 | 0 | 4 | 1 | 1651 | -0.3 | 0 | -14
> O=C(Nc1ccc(S(=O)(=O)N2CCCCC2)cc1)c1ccccc1Cl
 : -6 | 18 | -0.95 | 3 | 19 | . | 0.8 | 1351 | 0.2 | -4 | 1
> COc1ccc(-c2nnc(SCC(=O)NCCc3ccccc3)o2)cc1
 : -3 | -4 | . | 7 | . | . | 0.3 | 1534 | 0.6 | -8 | -12
> CC(=O)c1ccc(NC(=O)C(C)NCc2ccccc2Cl)cc1 (stereo not drawn)
 : 6 | -5 | 0.11 | 8 | -7 | 3 | 1.1 | 1768 | -0.8 | 7 | -6
> CCOC(=O)c1oc2cc(O)cc(C)c2c(=O)c1-c1cscn1
 : -2 | -4 | -0.84 | 2 | 11 | . | 0.9 | 1424 | 1.7 | 8 | -10
> CCOC(=O)Cc1csc(NC(=O)CCNS(=O)(=O)c2ccc3c(c2)CCC(=O)N3)n1
 : 1 | -2 | . | 6 | -1 | 2 | 1 | 1746 | -1.2 | 2 | -10
> C/C=C(\C)C(=O)NCCN1C2=NC[C@@H](C)N2C[C@H]1Cc1ccc(O)cc1
 : 2 | -2 | . | 3 | 2 | 0 | 1 | 1716 | 0.4 | 7 | 4
> N#CNC1=NCN(Cc2ccccc2)CN1
 : 14 | -5 | -0.26 | -2 | 8 | -32 | 0.9 | 1564 | -1.2 | -3 | 2
> CC(OC(=O)C1CCN(S(=O)(=O)c2ccccc2)CC1)C(=O)Nc1ncc(Cl)cc1Cl (stereo not drawn)
 : 0 | -1 | -1.2 | -3 | 11 | -2 | 0.9 | 1650 | -1.7 | -8 | -2
> CCCCOC(=O)c1[nH]c2c(c1C)C(=O)CC(c1cc(OC)c(OC)c(OC)c1)C2 (stereo not drawn)
 : 2 | 3 | . | 8 | 6 | 52* | 0.9 | 1654 | 0.0 | 7 | -2
> COc1ccc(N2CCN(S(=O)(=O)c3ccc(-n4cnnn4)c(C)c3)CC2)cc1
 : -5 | -7 | 0.44 | 3 | 13 | -5 | 0.9 | 1469 | 0.8 | -1 | -1
> COc1ccc(CCNc2ccncn2)cc1OC
 : -1 | 3 | . | 4 | 8 | . | 0.9 | 1670 | -0.4 | 6 | -5
> CCCCOC(=O)Nc1nnc(C(C)C)s1
 : 1 | -3 | 0.087 | -12 | 10 | -7 | 0.9 | 1522 | -0.5 | -3 | 0
> CCOC(=O)c1ccc(NS(=O)(=O)c2ccc3[nH]c(=O)[nH]c3c2)cc1
 : -2 | -13 | -0.59 | 0 | 5 | -24 | 1 | 1329 | 0.8 | -5 | 15
> Cc1oc(-c2ccccc2)cc1C(=O)Nc1ccccc1
 : -2 | 0 | 0.56 | -1 | 11 | . | 0.9 | 1323 | 0.3 | -12 | 4
> CCOC(=O)N1CCN(C(=O)c2ccc(NS(=O)(=O)c3ccc(F)cc3)cc2)CC1
 : 2 | -1 | -0.71 | -1 | -13 | 6 | 1.1 | 1706 | -0.1 | 0 | -17
> CC(OC(=O)c1cccc(S(=O)(=O)Nc2cccc(C(F)(F)F)c2)c1)C(=O)Nc1ccc2c(c1)OCCO2 (stereo not drawn)
 : -2 | -2 | . | 9 | 15 | -5 | 0.9 | 1465 | 0.6 | 0 | 9

A second format for some results above.
mol	PPARg SRC1 recr	L major viab	ROMK primary	PPARg SRC-2 ag	bIAP inhibitor	S1P3 antagonist	bIAP act	TR-FRET SRC-2 ct	DTT redox prof	PPARg SRC-3 ag	TLR4 MyD88 comp
Cc1oc(-c2ccccc2)cc1C(=O)Nc1ccccc1	-2	0	0.56	-1	11	.	0.9	1323	0.3	-12	4
CCOC(=O)N1CCN(C(=O)c2ccc(NS(=O)(=O)c3ccc(F)cc3)cc2)CC1	2	-1	-0.71	-1	-13	6	1.1	1706	-0.1	0	-17
CC(OC(=O)c1cccc(S(=O)(=O)Nc2cccc(C(F)(F)F)c2)c1)C(=O)Nc1ccc2c(c1)OCCO2 (stereo not drawn)	-2	-2	.	9	15	-5	0.9	1465	0.6	0	9
